Assay outcomes from PubChem.
T cell modulator: T cell immune modulation candidate. calls only at 7 µM. 2C CD8+ T cell-vesicle binding, flow cytometry; active compounds read low. 0.068% of 330,000 active;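 active means response, share of CD8 T cells binding vesicles, and their 90th percentile fluorescence all below set limits, cut at about 80% in these data, passing the limit was not always enough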
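Also added: QL9-peptide-loaded Drosophila micro-vesicles bearing Ld, ICAM-1 and B7-1; Test system: purified 2C TCR transgenic mouse naive CD8+ T cells; Measured by: cytometric PE anti-B7-1 and Alexa647 anti-CD8 signals after 1% paraformaldehyde fixation; Timing: binding step 1.5 h, 37 °C, antibody labelling 20 min, ice.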
T cell modulator vesicle-bound %: second read-out of T cell modulator, no call of its own (marks repeat the call); double positive events, %; measured here: CD8+ vesicle-bound cell fraction;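 binding gate set so that unloaded-vesicle control wells show 10% double positive cells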
Active calls of the source: *; i = inactive. The list is partial. The share of hits here may be higher or lower than overall.

T cell modulator | T cell modulator vesicle-bound % | molecule
i | 53.2 | CCOC(=O)C1CCN(Cc2ccc3ccccc3c2)CC1
i | 7.5 | S=C(NCc1ccccc1)Nc1ccncc1
i | 44.5 | COc1ccc(Cl)cc1NC(=O)CSc1nnc(Cc2ccc(C)cc2)c(=O)[nH]1
i | 29.8 | CCOC(=O)c1cc(S(=O)(=O)N2CCN(Cc3ccccc3)CC2)cn1C
i | 9.4 | CC(=O)Nc1ccc(NC(=O)CSc2ccc(-c3sc(C)nc3C)nn2)cc1
i | 4.1 | CCOc1ccc(NS(=O)(=O)c2ccc(NC(=O)c3ccccn3)cc2)cc1
i | 4.4 | CC(C)[C@H]1C(=O)Nc2ccccc2N1C(=O)N[C@@H](Cc1ccccc1)C(=O)N[C@H](C(=O)O)c1ccccc1
i | 27.9 | COc1cc(OC)c(C(=O)Nc2ccncc2)cc1OC
i | 58.3 | COc1cc(C(=O)NCC(=O)N2CCN(S(=O)(=O)c3cc(C)ccc3C)CC2)cc(OC)c1OC
i | 1.7 | CC1CCCN(C(=O)c2nn(C)c3c2CS(=O)(=O)c2ccccc2-3)C1 (stereo unspecified)
i | 4.0 | COc1ccc(NC(=O)C2CCCN(S(=O)(=O)c3ccc4c(c3)CCCN4C(C)=O)C2)cc1 (stereo unspecified)
i | 28.8 | COCCn1c(Cc2ccccc2)nnc1SC(C)C(=O)NC1CC1 (stereo unspecified)
i | 50.4 | CCN1CCN(c2ccc(S(=O)(=O)N3CCOCC3)cc2NC(=O)c2cc(Cl)nc3ccccc23)CC1
i | 8.6 | CCCCN(C(=O)c1cccc(-n2cccc2)c1)c1c(N)n(CCC)c(=O)[nH]c1=O
i | 22.1 | Cc1cc(=O)n2nc(N3CCCC(C(=O)NCc4ccccc4)C3)sc2n1 (stereo unspecified)
i | 38.2 | Cc1c(C)n(CCCN(C)C)c2ncnc(NCc3ccccc3)c12
i | 28.6 | COc1ccccc1CC(=O)Nc1ccc(C(=O)N2CCCCC2)cc1
i | 25.1 | COc1ccc(C(CNC(=O)c2oc3cc(C)c(Cl)cc3c2C)N2CCCCC2)cc1 (stereo unspecified)
i | 50.5 | N#Cc1ccc(C(=O)NC(=S)N2CCOCC2)cc1
i | 69.5 | O=C(c1ccc([N+](=O)[O-])cc1)N1CCN(C2=NS(=O)(=O)c3ccccc32)CC1
i | 59.0 | COc1ccc(CNC(=O)Cn2ccc([N+](=O)[O-])n2)cc1OC
i | 31.8 | CCOc1ccc(N2CC(C(=O)NCc3ccc4c(c3)OCO4)CC2=O)cc1 (stereo unspecified)
i | 30.0 | O=C(c1ccccc1Br)N1CCN(c2ncccn2)CC1
i | 72.2 | CCc1ccc(OCC(=O)OCC(=O)NCCNC(=O)COC(=O)COc2ccc(CC)cc2)cc1
i | 41.9 | CN(C)C(CNC(=O)c1cc(Br)ccc1Cl)c1ccco1 (stereo unspecified)

(cont.)
T cell modulator | T cell modulator vesicle-bound % | molecule
i | 14.5 | O=S(=O)(c1ccccc1)N1CCN(C(=S)NCCc2ccccc2)CC1
i | 47.8 | O=C(CSc1n[nH]c(=O)n1Cc1ccccc1)Nc1ccc(F)c(F)c1F
i | 23.2 | N#C/C(=C\c1ccc(O)c(O)c1)C(=O)c1ccc(O)c(O)c1
i | 61.5 | CCN1CCN(C(CNS(=O)(=O)c2ccc(Cl)cc2)c2cccnc2)CC1 (stereo unspecified)
i | 22.8 | Cc1ccc(S(=O)(=O)N(C)c2cc(S(=O)(=O)N3CCOCC3)c(C)cc2C)cc1
i | 24.9 | CCCc1cc(-c2ccc3c(c2)COc2c4ccccc4nn2-3)on1
i | 25.8 | O=C(Nc1cc(Cl)ccc1N1CCCC1)C1=NN(c2ccccc2)C(=O)CC1
i | 10.5 | CCOC(=O)N1CCN(Cc2nc3cc(NC(=O)CC(C)C)ccc3n2CC)CC1
i | 40.3 | CC(=O)c1ccc(OC(=O)N2CCOCC2)cc1
i | 53.5 | CC(=O)c1cccc(NC(=S)N2CCc3ccccc32)c1
i | 6.7 | CNS(=O)(=O)c1ccc2c(c1)C(=O)c1cc(S(=O)(=O)NC)ccc1CC2
i | 6.2 | O=C(Nc1ccccc1)c1cccc2c(Br)cccc12
i | 10.8 | Oc1ccccc1-c1cncn1Cc1ccccc1
i | 19.9 | CN(C)c1ccc(C2Nc3ccccc3C(=O)N2NS(C)(=O)=O)cc1 (stereo unspecified)
i | 41.2 | COc1ccccc1C(=O)COC(=O)CSC(C)C(=O)Nc1cc(C)on1 (stereo unspecified)
i | 23.0 | Cc1cc(C)cc(-n2ncc3c2CCCC3NC(=O)c2cc(C)[nH]n2)c1 (stereo unspecified)
i | 25.1 | C[N+](C)(C)CC=O
i | 51.0 | O=C(COC(=O)c1cc(Cl)ccc1O)Nc1cc(C(F)(F)F)ccc1N1CCOCC1
i | 13.7 | CC(C)COc1cccc(-c2cc(C(=O)Nc3ccon3)c3ccccc3n2)c1
i | 22.9 | CC(=O)Nc1cccc(NC(=O)Cc2ccc3ccccc3c2)c1
i | 47.3 | O=C(Cc1ccccc1)Nc1ccccc1C(=O)N1CCN(c2ccccc2)CC1
i | 7.9 | CCOC(=O)c1c(NC(=O)COc2ccccc2C#N)sc2c1CC(C)(C)NC2(C)C
i | 59.7 | CCOC(=O)c1[nH]c2ccc(OC)cc2c1NC(=O)c1ccccc1C(=O)O
i | 33.6 | CCN1C(=O)[C@H]2[C@@H](c3ccc(OC)cc3)N3C(=O)CN(Cc4ccccc4)C(=O)[C@@]3(Cc3ccccc3)[C@H]2C1=O
i | 71.9 | CC(=O)N1CCN(S(=O)(=O)c2c(C)n(C)c(=O)n(C)c2=O)CC1

Further structures follow:
T cell modulator | T cell modulator vesicle-bound % | molecule
i | 40.7 | CC(C(=O)Nc1ccccn1)N1C(=O)c2ccccc2S1(=O)=O (stereo unspecified)
i | 35.0 | Cc1c(NC(=O)c2cccc(NC(=O)COc3cccc(Br)c3)c2)c(=O)n(-c2ccccc2)n1C
i | 62.8 | O=C(O)c1cccc(NC(=O)c2cc(NC(=O)c3ccccc3)cc(NC(=O)c3ccccc3)c2)c1
i | 37.5 | O=C(CN1CCOCC1)Nc1nc(-c2ccccc2Cl)cs1
i | 0.6 | CC(NC(=O)c1ccco1)c1nc(-c2ccc(Cl)cc2)no1 (stereo unspecified)
i | 66.1 | CCOc1ccccc1C(=O)Oc1ccc2ccc(=O)oc2c1
i | 24.5 | Cc1ccc(NC(=O)[C@H](C)NC(=O)C2CCN(C(=O)[C@@H](N)CC(C)C)CC2)cc1
i | 52.2 | O=C(NCc1ccccc1Cl)C1CCCN1S(=O)(=O)c1ccc(F)cc1 (stereo unspecified)
i | 49.8 | Nc1cc(=O)[nH]c(SCC(=O)NCCC2=CCCCC2)n1
i | 53.3 | Cc1nc(N2CCN(C)CC2)c2c3c(sc2n1)CCCC3
i | 32.9 | CC(C)(C)NC(=O)CCn1nc(-c2ccc(Cl)cc2)c2ccccc2c1=O
i | 44.3 | Cc1cccc(N2C(=O)N3[C@H](c4ccc(Cl)cc4)[C@@H]4C(=O)N(C5CCCCC5)C(=O)[C@@H]4[C@]3(Cc3ccc(Cl)cc3)C2=O)c1
i | 25.3 | COc1cc(CNc2ccc3[nH]c(=O)[nH]c3c2)ccc1OCc1ccc(F)cc1Cl
i | 26.0 | CCN1CCN(C(=O)c2ccc(C)c(S(=O)(=O)Nc3cccc(C)c3)c2)CC1
i | 28.6 | CC1CN(S(=O)(=O)c2cccc(C(F)(F)F)c2)CN1C(=O)N1CCOCC1 (stereo unspecified)
i | 29.7 | O=C(c1ccc(S(=O)(=O)Nc2ccccc2F)cc1)N1CCN(c2ccccc2O)CC1
i | 25.9 | CCN(CC(=O)NCc1cccs1)CC(=O)Nc1c(Cl)ccc(C)c1Cl
i | 38.4 | CCCn1cc(S(=O)(=O)c2ccc(C)cc2)c(=O)c2cc(OCC)ccc21
i | 38.1 | Cc1ccc(C(=O)OCC(=O)Nc2cccc(S(=O)(=O)N3CCOCC3)c2)o1
i | 24.6 | CC(=O)c1cccc(NC(=O)C2CCCN(S(=O)(=O)c3cccc4nonc34)C2)c1 (stereo unspecified)
i | 16.5 | Cc1ccc(S(=O)(=O)N2CCN(C(=O)C(F)(F)F)C2c2ccc(N(C)C)cc2)cc1 (stereo unspecified)
i | 50.0 | CCN(C(=O)CSc1nc2scc(-c3ccccc3)c2c(=O)n1C)C1CCS(=O)(=O)C1 (stereo unspecified)
i | 27.2 | CCOCCc1nnc(NC(=O)C2CC(=O)N(c3ccc(OCC)cc3)C2)s1 (stereo unspecified)
i | 53.0 | Cc1ccc(S(=O)(=O)N/N=C/c2ccccc2F)cc1[N+](=O)[O-]
i | 64.7 | COC(=O)CCC(=O)NC(=S)Nc1ccc(S(=O)(=O)Nc2cc(C)on2)cc1

New compounds follow:
T cell modulator | T cell modulator vesicle-bound % | molecule
i | 23.8 | O=C(c1ccc(O)c(Cl)c1)N1CCN(S(=O)(=O)c2ccccc2)CC1
i | 34.4 | COc1ccc(C2Nc3cccc4cccc(c34)N2)cc1Br
i | 80.0 | CC(C)c1ccc(NC(=O)C2CC3CCC2C3)cc1 (stereo unspecified)
i | 17.0 | CC1CCCCC1NC(=O)CCCCCn1c(=S)[nH]c2ccsc2c1=O (stereo unspecified)
i | 8.4 | Cc1cccc(NC(=O)c2ccc(C(=O)c3ccccc3)cc2)n1
i | 12.2 | C=CCC[C@@H](Cc1ccc(F)cc1)C(=O)OC[C@@H](Cc1c[nH]c2ccccc12)NC(=O)[C@H](CC=C)CC(=O)N(CCO)Cc1ccccc1
i | 24.6 | CNC(=O)c1cc(C(=O)c2ccc(F)cc2Cl)c[nH]1
i | 29.0 | CC(=O)Nc1ccc(NC(=S)NC(=O)c2ccc(-c3ccccc3)cc2)cc1
i | 57.8 | CC(C)(C)c1ccc(S(=O)(=O)NNC(=O)c2cc3ccccc3[nH]2)cc1
i | 38.5 | Cc1ccc(-c2c(C(=O)O)c3ccccc3[nH]c2=O)cc1
i | 57.7 | COc1cc(C(=O)NNC(=O)c2ccc3c(c2)OCCO3)cc(OC)c1OC
i | 39.5 | CC(=O)N/C(=N/c1nc(C)cc(C)n1)Nc1ccc(F)cc1F
i | 25.9 | Cc1ccccc1NC(=O)CC1C(=O)Nc2ccccc2N1CC(=O)N(C)C1CCS(=O)(=O)C1 (stereo unspecified)
i | 18.2 | CCS(=O)(=O)c1nc(S(=O)(=O)c2ccc(Cl)cc2)c(N2CCN(C)CC2)s1
i | 24.4 | CCOc1ccc(S(=O)(=O)Nc2cccc(C(=O)N3CCN(C(C)=O)CC3)c2)cc1
i | 37.7 | CCN(Cc1ccccc1)C(=O)COC(=O)c1cc(S(=O)(=O)Nc2ccccc2OC)ccc1O
i | 16.5 | CC(C)Nc1nnc(SCC(=O)N2CCN(C(=O)c3ccco3)CC2)s1
i | 25.1 | COc1ccccc1NC(=O)C(C)OC(=O)CC1CCCCC1 (stereo unspecified)
i | 55.8 | COC(=O)Cn1c(-c2ccc(OC)cc2)c(-c2ccc(OC)cc2)nnc1=O
i | 43.5 | O=C(/C=C/c1ccccc1)NCCS(=O)(=O)N1CCN(c2ccccc2)CC1
i | 37.2 | Cn1c(N)c(C(=O)CSc2nn(-c3ccc(F)cc3)c(=S)s2)c(=O)n(C)c1=O
i | 22.3 | O=C(COC(=O)c1c(F)cccc1F)Nc1ccccc1OC(F)F
i | 6.5 | COc1ccc(CCNC(=O)C(=O)NCC2OCCN2C(=O)c2ccc(Cl)cc2)cc1OC (stereo unspecified)
i | 29.4 | O=C(CCCc1ccccc1)Nc1ccnn1C1CCN(Cc2ccc(Cl)cc2)CC1
i | 8.8 | O=C1OC[C@H]2CCCN2C(=O)[C@@H](CC(=O)N(CCO)Cc2ccccc2)C/C=C\CC[C@H]1Cc1ccc(F)cc1

Among those listed so far, these have a cyano group.
T cell modulator | T cell modulator vesicle-bound % | molecule
i | 50.5 | N#Cc1ccc(C(=O)NC(=S)N2CCOCC2)cc1
i | 23.2 | N#C/C(=C\c1ccc(O)c(O)c1)C(=O)c1ccc(O)c(O)c1
i | 7.9 | CCOC(=O)c1c(NC(=O)COc2ccccc2C#N)sc2c1CC(C)(C)NC2(C)C

Additional compounds
T cell modulator | T cell modulator vesicle-bound % | molecule
i | 28.0 | COc1ccccc1N1CCN(C(=O)c2cccc(N3C(=O)NC4CC3(C)Oc3c(OC)cccc34)c2)CC1 (stereo unspecified)
i | 23.8 | COc1ccc(-c2c(NC(=O)c3ccco3)oc3ccccc3c2=O)cc1OC
i | 59.7 | CCC(=O)c1cn(CC(=O)Nc2ccc(C)cc2)c2ccccc12
i | 4.1 | Cc1nn(-c2ccc(N3CCOCC3)nn2)c(C)c1CCC(=O)NCc1ccccc1F
i | 43.8 | CCN1C(=S)N[C@@H](CCc2ccccc2)[C@H](C(=O)OC)[C@H]1C
i | 13.6 | Cc1ccsc1C(=O)N1CCN(c2ncccn2)CC1
i | 35.3 | CCCCc1ccc(NC(=O)CSc2nc(=O)n(CCCN3CCOCC3)c3c2CCC3)cc1
i | 53.4 | COc1ccc(/C=N\Nc2ccccn2)c(OC)c1
i | 11.4 | Cc1ccc2c(c1)N(C(=O)CCC(=O)NCCCN1CCN(C)CC1)CCO2
i | 5.8 | CCc1ccc(NC(=O)c2ccc(NC(=O)C3CCCO3)cc2)cc1 (stereo unspecified)
i | 4.9 | C[C@H](CO)N1C[C@H](C)[C@@H](CN(C)C(=O)NC2CCCCC2)Oc2c(NC(=O)Cc3ccccc3)cccc2C1=O
i | 17.1 | COC(=O)c1cc(Br)cn1S(=O)(=O)c1ccccc1
i | 28.2 | O=C(c1ccc(OC2CCN(C/C=C/c3ccccc3)CC2)cc1)N1CCCC1

Compounds above with a CF3 group, in the order listed:
T cell modulator | T cell modulator vesicle-bound % | molecule
i | 51.0 | O=C(COC(=O)c1cc(Cl)ccc1O)Nc1cc(C(F)(F)F)ccc1N1CCOCC1
i | 28.6 | CC1CN(S(=O)(=O)c2cccc(C(F)(F)F)c2)CN1C(=O)N1CCOCC1 (stereo unspecified)
i | 16.5 | Cc1ccc(S(=O)(=O)N2CCN(C(=O)C(F)(F)F)C2c2ccc(N(C)C)cc2)cc1 (stereo unspecified)
